TDP1 cell noCPT = qHTS for Inhibitors of human tyrosyl-DNA phosphodiesterase 1 (TDP1): qHTS in cells in absence of CPT | DT40 Tdp1-/- hTDP1 cells, no CPT, ATP luminescence, 48 h | Potency, µM (series often up to 46.2 µM), without a hit: at the top dose activity change, negative = growth inhibition, hits mostly inhibitors | hit rate 15% among 420,000 | AID 686978, 2013; further: nearly all actives have a fitted effect of over 55% in size
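Cells were dispensed at 400 per well, compounds added by pin tool, plates incubated ≥48 hr at 37 °C, then CellTiter-Glo added for 30 min at room temperature before luminescence reading. Line: DT40 Tdp1-/- complemented with hTDP1; camptothecin omitted.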
TDP1 inh = blocks human tyrosyl-DNA phosphodiesterase 1. Potency, µM (doses to about 130 µM), for inactives: at the highest dose activity change, negative = inhibition, actives largely listed as inhibitors. hit rate 0.28% among 350,000. Q9NUW8. recombinant TDP1, AlphaScreen DNA substrate cleavage; further: nearly all actives have a fitted effect of over 40% in size
Target sequence (Q9NUW8 whole entry, looked up): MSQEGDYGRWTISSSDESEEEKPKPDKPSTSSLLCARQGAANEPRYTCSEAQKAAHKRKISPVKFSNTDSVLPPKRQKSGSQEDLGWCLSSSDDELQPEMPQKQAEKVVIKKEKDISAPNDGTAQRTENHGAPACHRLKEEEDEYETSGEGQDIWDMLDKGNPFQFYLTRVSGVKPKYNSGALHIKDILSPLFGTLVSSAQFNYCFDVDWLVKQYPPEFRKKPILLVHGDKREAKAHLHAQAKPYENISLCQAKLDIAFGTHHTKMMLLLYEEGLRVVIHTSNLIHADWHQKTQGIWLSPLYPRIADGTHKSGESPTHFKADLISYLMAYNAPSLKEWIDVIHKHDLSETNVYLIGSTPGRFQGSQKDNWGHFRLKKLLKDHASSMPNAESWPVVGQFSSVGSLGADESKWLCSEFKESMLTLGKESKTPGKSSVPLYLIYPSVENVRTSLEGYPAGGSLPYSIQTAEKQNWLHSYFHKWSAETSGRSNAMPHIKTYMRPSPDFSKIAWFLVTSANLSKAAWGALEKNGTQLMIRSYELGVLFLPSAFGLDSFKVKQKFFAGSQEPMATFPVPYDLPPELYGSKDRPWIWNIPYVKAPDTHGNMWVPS
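Tdp1 1 nM final; 15 min RT w/ cpd; substrate 15 nM, 5 min; beads 10 ug/ml, 10 min; AlphaScreen read. Neg ctrl: no enzyme.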
DT40 TDP1 CPT = growth inhibition of DT40 Tdp1-/-;hTDP1 cells with camptothecin (screen for TDP1 inhibitors). hit rate 12% among 420,000. Potency, µM (highest dose often 46.2 µM), without a hit: at the highest dose activity change, negative = growth inhibition, most hits filed as inhibitors. chicken DT40 Tdp1-/-;hTDP1 cells + 20 nM CPT, ATP luminescence, 48 h. AID 686979; further: nearly all actives have a fitted effect of over 55% in size
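Chicken DT40 Tdp1-/- cells complemented with human TDP1, 400 cells/well, exposed to compounds plus 20 nM camptothecin for at least 48 h at 37 C; viability read as ATP content by CellTiter-Glo luminescence.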
Starred values were filed as active, the others as inactive; ? = inconclusive; / = no result given; & = joins results of further samples; [ ] = dose if it differs, or a comment. The call rests on the fitted dose curve; in most records, active means well fitted curve in the direction sought with a large enough effect; inconclusive means small, poorly fitted or top-dose-only effect, or another doubt; inactive means no such curve, though single readings can be large; an effect the other way counts as inactive or inconclusive. On the % scale 0 is the no-effect control and ±100 the full control effect; potency means the concentration at half of the fitted maximal effect. This is a random part of the collection; overall some 18% were active at least once.

smiles,TDP1 cell noCPT,TDP1 inh,DT40 TDP1 CPT
CCOC(=O)Cn1c(CN2CCN(c3ccc(OC)cc3)CC2)nc2c1c(=O)[nH]c(=O)n2C,-20%,4%,-2%
CCOC(=O)NCc1ccc(S(=O)(=O)Nc2ccccc2C)cc1,?,3%,-12%
CCOc1ccc(/C=N/NC(=O)C(OC)c2ccccc2)cc1 (centres undefined),-11%,4%,-1%
Cc1sc2ncn3cnnc3c2c1C,-5%,3%,-14%
Cc1ccccc1OCC(=O)Nc1ccc(S(=O)(=O)N2CCOCC2)cc1,?,3%,-15%
O=C(NNc1cccc(Cl)n1)Nc1ccc(Cl)cc1,-25%,-1%,?
CCN(CC)S(=O)(=O)c1ccc(NC(=O)C2CC(=O)N(c3ccc4c(c3)OCCO4)C2)cc1 (centres undefined),-28%,/,-29%
O=C(O)c1cccnc1SC1CC(=O)N(CCc2ccccc2)C1=O (centres undefined),-1%,2%,-10%

Continued:
smiles,TDP1 cell noCPT,TDP1 inh,DT40 TDP1 CPT
CCCCn1c(=O)n(C)c(=O)c2c(C(F)(F)F)cc(-c3ccncc3)nc21,11µM*,4%,18µM*
COc1cccc(CNC(=O)CNS(=O)(=O)c2ccc(Br)s2)c1,-3%,9%,1%
Nc1nnc(SCc2coc(-c3ccc(Cl)cc3)n2)s1,?,0%,?
CCOC(=O)C1=C(C)N(CCCC(=O)O)C(=O)NC1c1ccccc1Cl (centres undefined),-10%,/,-1%
NS(=O)(=O)c1ccc(N2CCN(C(=O)C3COc4ccccc4O3)CC2)nc1 (centres undefined),?,-3%[0.505 µM],?
CC1CN(C(=O)CCC(=O)N2CCCCC2)c2cc(Cl)ccc2O1 (centres undefined),16%,0%,-20%
Cc1ccc(NC(=O)CSc2n[nH]c(-c3cccnc3)n2)c(Br)c1,-1%,4%[0.0935 µM],3%
COc1cccc(NC(=O)CN2C(=O)c3cccc4cccc2c34)c1,-22%,3%,-9%

(more compounds)
smiles,TDP1 cell noCPT,TDP1 inh,DT40 TDP1 CPT
Cn1c(=O)c2cc(NCc3ccccc3)nnc2n(C)c1=O,?,-7%,-29%
O=C(NCCO)c1cccc(-c2cnc3c(Nc4cccc(OC(F)(F)C(F)F)c4)nccn23)c1,?,/,?
O=C(NCCn1cc(SCc2ccccc2)c2ccccc21)c1cccs1,7.3µM*,3%,15µM*
CCCCOCCCN1CC(=O)N2C(C)c3[nH]c4ccccc4c3C[C@H]2C1=O (some centres undefined),?,/,?
C/C(=N\NC(=S)NC1CCCCC1)c1ccc(O)cc1,16µM*,8%,?
Cc1ccc(/C=c2\sc3nc(-c4cccs4)nn3c2=O)o1,?,-8%,-27%
O=C(CN1C(=O)COc2ccccc21)N(CCCN1CCOCC1)CC1CC=CCC1 (centres undefined),-11%,0%,-27%
CC(Oc1ccc(Br)cc1)C(=O)NC1CCCCCC1 (centres undefined),?,0%,-22%

Following part
smiles,TDP1 cell noCPT,TDP1 inh,DT40 TDP1 CPT
CC(=O)c1cccc(NC(=O)c2ccccc2N(C)S(=O)(=O)c2ccc(C)cc2)c1,-29%,/,-1%
O=C(CCn1c(=O)oc2cc(Cl)ccc21)Nc1ccc(N2CCOCC2)cc1,-27%,0%[0.0935 µM],-3%
Nc1ccccc1C(=O)NC1CCCCNC1=O (centres undefined),-4%,-6%,11%
CCc1ccc(NC(=O)C(C)OC(=O)/C=C/c2ccc(O)c(OC)c2)cc1 (centres undefined),?,0%,?
CC(=O)C1=C(C)Nc2ncnn2C1c1ccccc1Cl (centres undefined),-2%,1%,-7%
CCOC(=O)c1c(NC(=O)CSc2nnc(Cc3ccccc3)o2)sc(C(C)=O)c1C,21µM*,2%,21µM*
CC(=O)c1ccc(NC(=O)CSC2=NS(=O)(=O)c3cc(Cl)ccc3N2)cc1,-14%,-20%,-18%
Cc1cc2oc3c(c(=O)c2cc1C)C(c1ccc(C(C)C)cc1)N(CCCN1CCOCC1)C3=O (centres undefined),?,3%,21µM*

Other records
smiles,TDP1 cell noCPT,TDP1 inh,DT40 TDP1 CPT
CCc1ccccc1NC(=O)CNC(=O)c1cc(C2CC2)nc2c1cnn2C(C)C,?,-1%,?
COc1ccccc1CCNC(=O)C1CCC(=O)N(C2CCCCCC2)C1 (centres undefined),-8%,2%,0%
COc1cc(OC)c(/C=C/c2ccc3ccccc3[n+]2C)c(OC)c1,0.1µM*,/,0.1µM*
CS(=O)(=O)N1CCN(c2ccnc3cc(Cl)ccc23)CC1,?,0%,-16%
CCc1nnc(NC(=O)CCC(=O)N2CCN(c3cc(Cl)ccc3C)CC2)s1,-2%,5%,?
Cc1cc(NCCN2CCOCC2)c2ccc3ccccc3c2n1,?,-6%,?
CC(=O)Nc1ccc(S(=O)(=O)NC2=NCN(c3ccc([N+](=O)[O-])cc3)CN2)cc1,0%,0%,6%
CCCCCn1c(=O)[nH]c2cc(C(=O)N3CCN(c4ccccc4F)CC3)ccc2c1=O,15µM*,0%&-6%,?

Continued, starting with the last 6 of the part before.
smiles,TDP1 cell noCPT,TDP1 inh,DT40 TDP1 CPT
COc1cc(OC)c(/C=C/c2ccc3ccccc3[n+]2C)c(OC)c1,0.1µM*,/,0.1µM*
CS(=O)(=O)N1CCN(c2ccnc3cc(Cl)ccc23)CC1,?,0%,-16%
CCc1nnc(NC(=O)CCC(=O)N2CCN(c3cc(Cl)ccc3C)CC2)s1,-2%,5%,?
Cc1cc(NCCN2CCOCC2)c2ccc3ccccc3c2n1,?,-6%,?
CC(=O)Nc1ccc(S(=O)(=O)NC2=NCN(c3ccc([N+](=O)[O-])cc3)CN2)cc1,0%,0%,6%
CCCCCn1c(=O)[nH]c2cc(C(=O)N3CCN(c4ccccc4F)CC3)ccc2c1=O,15µM*,0%&-6%,?
CCOc1cc(NC(=S)NCC2CCCO2)c(OCC)cc1NC(=O)c1ccccc1C (centres undefined),?,6%,29µM*
COc1cc2ccccc2cc1C(=O)N(CCN(C)C)c1nc2c(F)cc(F)cc2s1,?,14%,?
Cc1ccc(Nc2nnc(SC3CCOC3=O)s2)c(C)c1 (centres undefined),12%,3%,8%
COc1cccc(CNC(=O)C(C)n2ccc3cc(S(=O)(=O)N4CCCCCC4)ccc32)c1 (centres undefined),15µM*,4%&8%,5.2µM*
Cc1cc(C)c2nc(NC(=O)c3cccc(S(=O)(=O)N4CCc5ccccc54)c3)sc2c1,-21%,0%,3%
CC(=O)NCCCc1nc2ccccc2n1Cc1ccc(C)cc1,-4%,2%,-8%
Cc1ccc(S(=O)(=O)Nc2cccc(C(=O)N3CCN(c4ccccc4O)CC3)c2)cc1F,?,-2%[0.505 µM],-3%
O=C(c1ccc(NS(=O)(=O)c2cccc(F)c2)cc1)N1CCCC1,-17%,1%,1%

(listing goes on)
smiles,TDP1 cell noCPT,TDP1 inh,DT40 TDP1 CPT
CCC(C(=O)Nc1ccccc1OC)n1c(C(=O)OC)cc2ccsc21 (centres undefined),?,2%,21µM*
NC(=O)CCN(C(=O)c1cccc(S(=O)(=O)N2CCc3ccccc32)c1)c1ccccc1,?,0%,?
Cc1ccc(Cn2cc(S(=O)(=O)c3cccc(C)c3)c(=O)c3cc(F)c(N4CCOCC4)cc32)cc1,-27%,1%,?
Cc1occc1C(=O)N/N=C/C1=C(N2CCOCC2)C(=C\c2ccc(Cl)cc2Cl)/CC1,7.3µM*,2%,?
COCC(=O)N/N=C\c1ccccc1OC/C=C/c1ccccc1,26µM*,3%,?
COc1ccccc1N1CCN(S(=O)(=O)CCNC(=O)COc2ccccc2F)CC1,?,2%,-28%
CCN(CC)S(=O)(=O)c1ccc(F)cc1,-6%,2%,2%
COc1cc2c(cc1OC)C(COc1cccc(C(F)(F)F)c1)N(C(=O)c1ccc(S(=O)(=O)N3CCCC3)cc1)CC2 (centres undefined),-16%,5%,-18%

The list goes on.
smiles,TDP1 cell noCPT,TDP1 inh,DT40 TDP1 CPT
O=C(CSc1cn[nH]n1)Nc1cccc(C(=O)O)c1,-6%,5%,2%
O=C(N/N=C/C(Cl)=C\c1ccccc1)c1cccs1,9.2µM*,4%,?
COC(=O)C1=C(C(=O)OC)C2(OC1c1ccccc1C)C(=O)c1ccccc1C2=O (centres undefined),2%,-3%,7%
Cc1ccc(/C([O-])=C(/C(=S)NCc2ccccc2)[n+]2ccccc2)cc1[N+](=O)[O-],?,5%,-24%
O=C(CSCc1cnn(-c2ccccc2)c1-n1cccc1)NCc1ccc(F)cc1,?,11%,?
S=C(c1ccc(-c2ccc(Br)cc2)o1)N1CCCCC1,-7%,3%,-1%
Cc1ccc([N+](=O)[O-])c(OCCn2cnc3ccccc32)c1,-18%,0%,-5%
CCC1CN(C(=O)NCc2cccc(OC)c2)c2cc(Cl)ccc2O1 (centres undefined),?,5%,15µM*

Next entries follow.
smiles,TDP1 cell noCPT,TDP1 inh,DT40 TDP1 CPT
O=C(Nc1ccccc1)Nc1ccc2ncoc2c1,-15%,5%,3%
Cc1nc2ccc([N+](=O)[O-])cc2c(=O)n1Cc1ccccc1Br,-19%,6%,-2%
O=C(NCCCN1CCCC1=O)c1ccc2c(=O)n(Cc3ccco3)c(=S)[nH]c2c1,?,7%[56.1 µM],16µM*
COc1ccc(S(=O)(=O)N(C)CC(=O)N2CCN(C)CC2)cc1C,11%,6%,-16%
CN1CCN(Cc2ccc(Sc3ccc(Cl)cc3)c([N+](=O)[O-])c2)CC1,15µM*,11%,?
O=C(NC(Cc1c[nH]c2ccccc12)C(=O)O)c1cccc(S(=O)(=O)N2CCCCC2)c1 (centres undefined),2%,/,2%
O=C(Nc1ccc(-n2cccn2)cc1)C1CCCCN1Cc1cccc2c1OCO2 (centres undefined),4.6µM*,2%,6.5µM*
Cc1ccc(OS(=O)(=O)c2ccc(N3C(=O)CCC3=O)cc2)cc1,-7%,/,-2%

Further structures
smiles,TDP1 cell noCPT,TDP1 inh,DT40 TDP1 CPT
COc1cc(C(C)=O)ccc1OCc1cc(C(=O)N2CCSCC2)no1,0%,3%[56.1 µM],1%
CC1CCCCN1C(=O)CSc1ccc(-c2ccc(F)cc2)nn1 (centres undefined),?,2%,?
Cc1cc(-n2c(C)cc(C(=O)COc3cccnc3[N+](=O)[O-])c2C)no1,15µM*,-2%,12µM*
COc1ccc2c(c1)CCc1cn[nH]c1-2,23µM*,/,?
O=C(COCc1cc(-c2cccs2)on1)NC1CCCCC1,-21%,4%,-26%
CCN(C(=O)CSc1nnc(NCCOC)s1)c1c(N)n(Cc2ccccc2)c(=O)[nH]c1=O,1%,/,2%
COc1ccnc(N2CCN(c3cccc(C(F)(F)F)c3)CC2)c1C#N,-16%,5%,6%
CN(C1CCCCC1)S(=O)(=O)c1ccc(NC(=O)CCC(=O)O)cc1,0%,-1%,4%

The list continues.
smiles,TDP1 cell noCPT,TDP1 inh,DT40 TDP1 CPT
CC(=O)Nc1ccc(NC(=O)CCc2c(C)nc3c(c(C)nn3-c3ccccc3)c2C)cc1,-24%,5%,-16%
COCCN1C(=O)CCC1(C)C(=O)NC(C)(C)C (centres undefined),3%,/,15%
C=CCN1C=C2C(=O)C(C)(OC(=O)c3cccs3)C(=O)C=C2C=C1CCCC(=O)OC (centres undefined),-4%,7%[21 µM],-2%
CC(C)C[C@@H]1COc2cccc(N3CCSCC3)c2S(=O)(=O)N1,-28%,/,-14%
COc1ccc(NC(=O)COC(=O)Cc2ccsc2)c(OC)c1,-23%,-3%,-9%
CCNCc1cc([N+](=O)[O-])ccc1OCC,-12%,1%,0%
Cc1snc(SCC(=O)c2ccc([N+](=O)[O-])cc2)c1C#N,?,11%,?
Cc1ccc(-n2ncc(C(=O)N3CCN(c4cc(Cl)ccc4C)CC3)c2C2CCN(C(=O)OC(C)(C)C)CC2)cc1,-24%,1%,?

Part of the list above, limited to TDP1 cell noCPT.
smiles | TDP1 cell noCPT
CC(C)C[C@@H]1COc2cccc(N3CCSCC3)c2S(=O)(=O)N1 | -28%
COc1ccc(NC(=O)COC(=O)Cc2ccsc2)c(OC)c1 | -23%
